RGS4 block: RGS4 inhibitors, primary screen, cell-based, HEK293 M3R inducible RGS4, calcium flux; Fluo-4 calcium flux; hits give high values; triggered by carbachol at its EC20; B-score at 10 µM; 0.45% of 310,000 active;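 active = B-score, a plate-corrected calcium signal, over three deviations above library mean, with baseline fluorescence within five deviations of library mean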;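 also: RGS4 expression induced by doxycycline in cells with stable M3 receptor; B-score is computed from the integrated fluorescence ratio over baseline after carbachol; higher B-score means a larger calcium signal and so more RGS4 inhibition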
ANO1 block: TMEM16A chloride channel inhibitors, primary screen, cell-based, HTS; HEK293 TMEM16A/YFP iodide influx fluorescence, ionomycin; 1.2% of 310,000 active; Anoctamin-1 (Mus musculus), Q8BHY3; normalized B-score (activity score, 25-100; higher = stronger inhibition) at 10 µM;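 active = ratio plate-corrected score three or more library SD toward inhibition, starting fluorescence score within five deviations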;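 also: score derived from kinetic fluorescence span divided by baseline fluorescence per well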
Target sequence (Q8BHY3 whole entry, looked up): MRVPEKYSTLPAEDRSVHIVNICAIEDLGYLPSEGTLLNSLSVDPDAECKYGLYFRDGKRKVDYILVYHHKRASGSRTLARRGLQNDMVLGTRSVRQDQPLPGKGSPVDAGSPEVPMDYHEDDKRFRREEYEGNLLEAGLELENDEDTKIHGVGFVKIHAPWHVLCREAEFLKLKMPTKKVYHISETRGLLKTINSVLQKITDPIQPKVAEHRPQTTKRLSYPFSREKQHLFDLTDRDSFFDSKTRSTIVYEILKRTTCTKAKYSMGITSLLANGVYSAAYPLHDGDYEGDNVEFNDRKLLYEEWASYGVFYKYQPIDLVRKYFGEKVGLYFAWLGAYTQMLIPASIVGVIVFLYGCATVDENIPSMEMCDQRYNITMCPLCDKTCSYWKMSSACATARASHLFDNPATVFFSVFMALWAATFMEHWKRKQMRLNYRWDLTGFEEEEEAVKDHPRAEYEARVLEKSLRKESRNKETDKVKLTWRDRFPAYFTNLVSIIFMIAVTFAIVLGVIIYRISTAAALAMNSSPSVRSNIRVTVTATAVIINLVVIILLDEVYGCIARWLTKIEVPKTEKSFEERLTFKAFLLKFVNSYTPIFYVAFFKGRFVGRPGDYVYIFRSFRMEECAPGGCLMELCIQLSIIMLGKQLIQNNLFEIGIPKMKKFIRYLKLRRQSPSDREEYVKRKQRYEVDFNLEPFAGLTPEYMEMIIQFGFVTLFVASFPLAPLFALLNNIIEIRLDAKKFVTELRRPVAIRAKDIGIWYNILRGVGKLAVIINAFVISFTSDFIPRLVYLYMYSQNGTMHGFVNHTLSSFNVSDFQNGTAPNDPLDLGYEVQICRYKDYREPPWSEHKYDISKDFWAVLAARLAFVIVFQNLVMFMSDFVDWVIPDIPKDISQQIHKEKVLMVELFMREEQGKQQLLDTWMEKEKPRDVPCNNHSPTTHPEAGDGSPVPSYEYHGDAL
MrgX1 allo act: positive allosteric modulators of MrgX1, primary screen, HEK293 cells, Fluo-4 calcium flux. Mas-related G-protein coupled receptor member X1 (Homo sapiens), Q96LB2. FDSS; hits give high values. B-score at 10 µM. 0.63% of 310,000 active. AID 588675, 2011;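 active = plate-corrected calcium response at least 3 library SD above typical, normal starting fluorescence, not activating the receptor alone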;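 also: compound read alongside a low EC10 to EC30 dose of BAM8-22 agonist; peak minus trough fluorescence over baseline measured at the second addition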
TRPC4 inh: inhibitors of mouse TRPC4 channel, primary screen, Fluo4 calcium, HEK293 TRPC4beta/mu-opioid cells. Short transient receptor potential channel 4 (Mus musculus), Q9QUQ5. DAMGO-evoked Fluo4 calcium flux; hits give low values. B-score at 10 µM. 0.39% of 300,000 active;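 active = B-score over 3 SD under the library average, no early fluorescence shift, positive overall ratio signal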
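material = TRPC4beta/mu-opioid receptor HEK293 cell line | probe or stimulus = sequential submaximal and maximal DAMGO stimulation | compound dosing = one concentration per compound | measured by = Fluo4 Ca2+ flux fluorescence | evaluation = integrated fluorescence ratio relative to baseline, converted to per-well B score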
TRPC4 act: activators of mouse TRPC4 channel, primary screen, Fluo4 calcium, HEK293 TRPC4beta/mu-opioid cells; Short transient receptor potential channel 4 (Mus musculus), Q9QUQ5; Fluo4 calcium fluorescence; hits give high values; B-score at 10 µM; 0.49% of 310,000 active; AID 2237, 2010;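 active = B-score above 5 SD of library B-scores, and initial fluorescence ratio not above library mean plus 5 SD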;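 also: positive B-score marks a calcium rise read as TRPC4 activation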
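system = HEK293 cells stably co-expressing mouse TRPC4beta and mu-opioid receptor | schedule = Fluo4 dye loading 45 min at room temperature, 110 s recording | measure = B-scored integrated calcium fluorescence ratio | signal = Fluo4 calcium-sensitive dye fluorescence, kinetic, 1 Hz baseline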
TRPC4 potent: positive allosteric modulators of TRPC4, primary screen, cell-based, mouse TRPC4beta, HEK293 mu-opioid, Fluo-4 calcium. Short transient receptor potential channel 4 (Mus musculus), Q9QUQ5. DAMGO EC20, Fluo-4 Ca2+ flux; hits give high values. B-score at 10 µM. 0.42% of 310,000 active;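 active = B-score of calcium response area above 5 SD of library B-scores, with initial fluorescence ratio within 5 SD of library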;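 also: B-score of integrated fluorescence ratio over time as area under calcium response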
TRPC6 inh: mouse TRPC6 channel inhibitors, primary screen, cell-based, HEK293, membrane potential dye; B-score at 10 µM; 1.1% of 310,000 active; ACh-evoked depolarization; hits give low values;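 active = B-score under library mean minus 3 SD, initial fluorescence not abnormally high, positive integrated signal ratio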;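 also: B-score derived from integrated fluorescence ratio over the kinetic read; more negative B-score means stronger inhibition of depolarization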
MrgX1 antagonist: antagonists of human MrgX1 receptor, primary screen, HEK293 cells, Fluo-4 calcium flux; BAM8-22 antagonism; hits give low values; 1.3% of 310,000 active; Mas-related G-protein coupled receptor member X1 (Homo sapiens), Q96LB2; B-score at 10 µM;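 active = calcium-response B-score plate-corrected more than 3 library SD below zero, starting fluorescence within 5 deviations, no agonist response on first addition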;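 also: peak minus trough fluorescence over baseline after final BAM8-22 challenge near maximal dose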
TMEM16A act: TMEM16A chloride channel activators or potentiators, primary screen, cell-based, HTS. HEK293 TMEM16A/YFP-H148Q/I152L, iodide quench fluorescence; hits give low values. B-score at 10 µM. 0.3% of 340,000 active. AID 623877, 2012;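 active = fluorescence-ratio B-score plate-corrected deviation score at least 3 library SD below zero, with starting fluorescence score within 5 deviations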;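 also: channel opened by trigger with iodide after compound preincubation; score built on the fluorescence ratio of max minus min over baseline; more negative score means more quench and so TMEM16A activation or potentiation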
MrgX1 agonist: agonists of human MrgX1 receptor, primary screen, HEK293 cells, Fluo-4 calcium flux; Fluo-4 calcium fluorescence, agonist mode; hits give high values; B-score at 10 µM; Mas-related G-protein coupled receptor member X1 (Homo sapiens), Q96LB2; 0.44% of 310,000 active;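 active = calcium response B-score plate-corrected fluorescence ratio at least 3 library SD, with starting fluorescence B-score inside 5 SD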
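Test system: HEK293 cells stably expressing human MrgX1 receptor; Input: fifteen thousand cells per well; Dosing: compound delivered in addition one of three; Schedule: overnight seeding, then 1 h dark dye loading; Technique: Fluo-4 NW calcium fluorescence; Measure: B-scored fluorescence response ratio; Controls: positive and negative controls per plate.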
TRPC6 act: mouse TRPC6 channel activators, primary screen, cell-based, HEK293, membrane potential dye; HEK293-TRPC6 membrane potential dye fluorescence; hits give high values; B-score at 10 µM; 0.13% of 310,000 active; Short transient receptor potential channel 6 (Mus musculus), Q61143;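 active = B-score of the integrated fluorescence ratio above library mean plus 3 SD, and starting fluorescence ratio within library mean plus 5 SD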;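 also: higher score means more depolarization so channel activation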
* marks the source's active call; other numbers are inactive results.

For CCCC(=O)N1CCN(c2ccc(NC(=O)c3cc4ccccc4o3)cc2)CC1 the results were RGS4 block inactive, ANO1 block inactive, MrgX1 allo act inactive, TRPC4 inh inactive, TRPC4 act inactive, TRPC4 potent inactive, TRPC6 inh inactive, MrgX1 antagonist inactive, TMEM16A act inactive, MrgX1 agonist inactive and TRPC6 act inactive.
Screening C=CCn1c(P(=O)(O)c2ccccc2)nc2ccccc21 returned RGS4 block inactive, ANO1 block inactive, MrgX1 allo act inactive, TRPC4 inh inactive, TRPC4 act inactive, TRPC4 potent inactive, TRPC6 inh inactive, MrgX1 antagonist inactive, TMEM16A act inactive, MrgX1 agonist inactive and TRPC6 act inactive.
Screening O=C(Nc1nc2ccccc2c2nc3ccccc3n12)c1ccc(F)cc1 returned RGS4 block inactive, ANO1 block inactive, MrgX1 allo act inactive, TRPC4 inh inactive, TRPC4 act inactive, TRPC4 potent inactive, TRPC6 inh inactive, MrgX1 antagonist inactive, MrgX1 agonist inactive and TRPC6 act inactive.
Screening O=C1c2ccccc2CN1Cc1ccccc1 returned RGS4 block inactive, ANO1 block inactive, MrgX1 allo act inactive, TRPC4 inh inactive, TRPC4 act inactive, TRPC4 potent inactive, TRPC6 inh inactive, MrgX1 antagonist inactive, TMEM16A act inactive, MrgX1 agonist inactive and TRPC6 act inactive.
Screening O=S(=O)(c1cccs1)n1nnc2ccccc21 returned RGS4 block inactive, ANO1 block inactive, MrgX1 allo act inactive, TRPC4 inh inactive, TRPC4 act inactive, TRPC4 potent inactive, TRPC6 inh inactive, MrgX1 antagonist inactive, TMEM16A act inactive, MrgX1 agonist inactive and TRPC6 act inactive.
`Cc1ccc(S(=O)(=O)N2CCCC(C(=O)NC3CCCC3)C2)cc1` (stereo not given) gave RGS4 block inactive, ANO1 block inactive, MrgX1 allo act inactive, TRPC4 inh inactive, TRPC4 act inactive, TRPC4 potent inactive, TRPC6 inh inactive, MrgX1 antagonist inactive, TMEM16A act inactive, MrgX1 agonist inactive and TRPC6 act inactive.
COc1ccccc1N1CCN(C2CCCN(C(=O)CCc3cnn(C)c3)C2)CC1 (stereo not given) was read as RGS4 block inactive, ANO1 block inactive, MrgX1 allo act inactive, TRPC4 inh inactive, TRPC4 act inactive, TRPC4 potent inactive, TRPC6 inh inactive, MrgX1 antagonist inactive, TMEM16A act inactive, MrgX1 agonist inactive and TRPC6 act inactive.
For NC(=O)COC(=O)c1c2c(nc3ccccc13)CCCCC2 the results were RGS4 block inactive, ANO1 block inactive, MrgX1 allo act inactive, TRPC4 inh inactive, TRPC4 act inactive, TRPC4 potent inactive, TRPC6 inh inactive, MrgX1 antagonist inactive, TMEM16A act inactive, MrgX1 agonist inactive and TRPC6 act inactive.
For O=C(OCc1nnc(-c2ccccc2)o1)c1ccc(S(=O)(=O)NCc2ccco2)cc1 the results were RGS4 block inactive, ANO1 block inactive, MrgX1 allo act inactive, TRPC4 inh inactive, TRPC4 act inactive, TRPC4 potent inactive, TRPC6 inh inactive, MrgX1 antagonist inactive, TMEM16A act inactive, MrgX1 agonist inactive and TRPC6 act inactive.
Screening C/C(=N/NS(=O)(=O)c1cc(C)ccc1C)c1ccncc1 returned RGS4 block inactive, ANO1 block inactive, MrgX1 allo act inactive, TRPC4 inh inactive, TRPC4 act inactive, TRPC4 potent inactive, TRPC6 inh inactive, MrgX1 antagonist inactive, TMEM16A act inactive, MrgX1 agonist inactive and TRPC6 act inactive.
Screening Cn1c(=O)n(C)c2cc(S(=O)(=O)NCC(=O)O)ccc21 returned RGS4 block inactive, ANO1 block inactive, MrgX1 allo act inactive, TRPC4 inh inactive, TRPC4 act inactive, TRPC4 potent inactive, TRPC6 inh inactive, MrgX1 antagonist inactive, TMEM16A act inactive, MrgX1 agonist inactive and TRPC6 act inactive.
Cc1ccc(-c2nnn(CC(=O)NC3CCN(Cc4ccccc4)CC3)n2)cc1 was read as RGS4 block inactive, ANO1 block inactive, MrgX1 allo act inactive, TRPC4 inh inactive, TRPC4 act inactive, TRPC4 potent inactive, TRPC6 inh inactive, MrgX1 antagonist inactive, TMEM16A act inactive, MrgX1 agonist inactive and TRPC6 act inactive.
For CC(=O)Nc1c(O)nc(SCc2ccccc2C#N)[nH]c1=O the results were RGS4 block inactive, ANO1 block inactive, MrgX1 allo act inactive, TRPC4 inh inactive, TRPC4 act inactive, TRPC4 potent inactive, TRPC6 inh inactive, MrgX1 antagonist inactive, TMEM16A act inactive, MrgX1 agonist inactive and TRPC6 act inactive.
CC(C)c1nnc(NC(=O)C2CCN(C(=O)Nc3ccccc3)CC2)s1 was read as RGS4 block inactive, ANO1 block inactive, MrgX1 allo act inactive, TRPC4 inh inactive, TRPC4 act inactive, TRPC4 potent inactive, TRPC6 inh inactive, MrgX1 antagonist inactive, TMEM16A act inactive, MrgX1 agonist inactive and TRPC6 act inactive.
Screening COc1ccc(C(C(=O)NC2CCCC2)N(C(=O)c2ccoc2C)c2ccc(C)c(C)c2)cc1 (stereo not given) returned RGS4 block inactive, ANO1 block inactive, MrgX1 allo act inactive, TRPC4 inh inactive, TRPC4 act inactive, TRPC4 potent inactive, TRPC6 inh inactive, MrgX1 antagonist inactive, TMEM16A act inactive, MrgX1 agonist inactive and TRPC6 act inactive.
`CCOC(=O)C1=C(O)/C(=C/c2ccc(OCC(=O)O)c(OC)c2)SC1=Nc1ccc(OC)cc1` gave RGS4 block inactive, ANO1 block inactive, MrgX1 allo act inactive, TRPC4 inh inactive, TRPC4 act inactive, TRPC4 potent inactive, TRPC6 inh inactive, MrgX1 antagonist inactive, TMEM16A act inactive, MrgX1 agonist inactive and TRPC6 act inactive.
`O=c1c2ccccc2nc2n1C(CSCc1ccc(Cl)cc1Cl)CS2` (stereo not given) gave RGS4 block inactive, ANO1 block inactive, MrgX1 allo act inactive, TRPC4 inh inactive, TRPC4 act inactive, TRPC4 potent inactive, TRPC6 inh inactive, MrgX1 antagonist inactive, TMEM16A act inactive, MrgX1 agonist inactive and TRPC6 act inactive.
For Nc1n[nH]c(N)c1N=Nc1ccc(F)cc1 the results were RGS4 block inactive, ANO1 block inactive, MrgX1 allo act inactive, TRPC4 inh inactive, TRPC4 act inactive, TRPC4 potent inactive, TRPC6 inh inactive, MrgX1 antagonist inactive, TMEM16A act inactive, MrgX1 agonist inactive and TRPC6 act inactive.
`C/C(Cc1ccccc1)=N\NC(=O)CNC(=O)Cc1ccccc1` gave RGS4 block inactive, ANO1 block inactive, MrgX1 allo act inactive, TRPC4 inh inactive, TRPC4 act inactive, TRPC4 potent inactive, TRPC6 inh inactive, MrgX1 antagonist inactive, TMEM16A act inactive, MrgX1 agonist inactive and TRPC6 act inactive.
NS(=O)(=O)c1ccc(-n2nncc2C23CC4CC(CC(C4)C2)C3)cc1 was read as RGS4 block inactive, ANO1 block inactive, MrgX1 allo act inactive, TRPC4 inh inactive, TRPC4 act inactive, TRPC4 potent inactive, TRPC6 inh inactive, MrgX1 antagonist -7.3*, TMEM16A act inactive, MrgX1 agonist inactive and TRPC6 act inactive.
Screening Cc1ccc(S(=O)(=O)N2CCC(C(=O)N/N=C/c3ccccc3[N+](=O)[O-])CC2)cc1 returned RGS4 block inactive, ANO1 block inactive, MrgX1 allo act inactive, TRPC4 inh inactive, TRPC4 act inactive, TRPC4 potent inactive, TRPC6 inh inactive, MrgX1 antagonist inactive, TMEM16A act inactive, MrgX1 agonist inactive and TRPC6 act inactive.
Screening Nc1cccc(C(=O)OCC(=O)Nc2cccc3c2C(=O)c2ccccc2C3=O)c1 returned RGS4 block 4.9*, ANO1 block inactive, MrgX1 allo act inactive, TRPC4 inh inactive, TRPC4 act inactive, TRPC4 potent inactive, TRPC6 inh inactive, MrgX1 antagonist inactive, TMEM16A act inactive, MrgX1 agonist inactive and TRPC6 act inactive.
CN1CC[C@]23c4ccccc4N[C@H]1[C@]21CCN(C)[C@H]3Nc2ccccc21 was read as ANO1 block inactive, MrgX1 allo act inactive, MrgX1 antagonist inactive, TMEM16A act inactive and MrgX1 agonist inactive.
For CCCCn1c(N)c(N(CC(C)C)C(=O)c2ccc(-n3c(C)ccc3C)cc2)c(=O)[nH]c1=O the results were RGS4 block inactive, ANO1 block inactive, MrgX1 allo act inactive, TRPC4 inh inactive, TRPC4 act inactive, TRPC4 potent inactive, TRPC6 inh inactive, MrgX1 antagonist inactive, TMEM16A act inactive, MrgX1 agonist inactive and TRPC6 act inactive.
`COc1ccc(OCC(=O)N(Cc2sccc2C)C2CCS(=O)(=O)C2)cc1` (stereo not given) gave RGS4 block inactive, ANO1 block inactive, MrgX1 allo act inactive, TRPC4 inh inactive, TRPC4 act inactive, TRPC4 potent inactive, TRPC6 inh inactive, MrgX1 antagonist inactive, TMEM16A act inactive, MrgX1 agonist inactive and TRPC6 act inactive.

Two entries picked at random from those above, as already listed:
For CCCCn1c(N)c(N(CC(C)C)C(=O)c2ccc(-n3c(C)ccc3C)cc2)c(=O)[nH]c1=O the results were RGS4 block inactive, ANO1 block inactive, MrgX1 allo act inactive, TRPC4 inh inactive, TRPC4 act inactive, TRPC4 potent inactive, TRPC6 inh inactive, MrgX1 antagonist inactive, TMEM16A act inactive, MrgX1 agonist inactive and TRPC6 act inactive.
Screening Nc1cccc(C(=O)OCC(=O)Nc2cccc3c2C(=O)c2ccccc2C3=O)c1 returned RGS4 block 4.9*, ANO1 block inactive, MrgX1 allo act inactive, TRPC4 inh inactive, TRPC4 act inactive, TRPC4 potent inactive, TRPC6 inh inactive, MrgX1 antagonist inactive, TMEM16A act inactive, MrgX1 agonist inactive and TRPC6 act inactive.
